TAAR1 agonist = agonists of human TAAR1; activation, % at 3 µM; Q96RJ0; CHO RD-HGA16 TAAR1, Fluo-8 calcium fluorescence; vehicle wells 0%, saturating PEA agonist 100%; 360,000 tested, 0.99% active;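 active = activation above the mean activation of all test compounds in the run plus 3 SD, cut at about 38% in these data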
Target sequence (Q96RJ0 whole entry, looked up): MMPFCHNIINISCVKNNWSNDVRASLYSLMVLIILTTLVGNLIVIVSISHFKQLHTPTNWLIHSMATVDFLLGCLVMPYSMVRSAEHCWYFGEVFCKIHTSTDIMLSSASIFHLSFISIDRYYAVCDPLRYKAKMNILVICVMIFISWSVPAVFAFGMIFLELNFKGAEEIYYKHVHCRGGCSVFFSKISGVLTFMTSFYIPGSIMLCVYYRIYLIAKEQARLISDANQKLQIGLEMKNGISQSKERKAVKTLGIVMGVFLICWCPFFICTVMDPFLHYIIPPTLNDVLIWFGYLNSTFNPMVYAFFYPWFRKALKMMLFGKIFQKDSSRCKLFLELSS
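Assay system – CHO-derived RD-HGA16 cells with stable Gα16 and human TAAR1 · Compound dosing – one-point dosing at 3 µM (nominal) · Incubation – 17-24 h seeding, 75 min 37 °C dye, 30 min RT · Measured by – kinetic Fluo-8 calcium fluorescence · Control set – DMSO vehicle as 0%, PEA at EC100 as 100% · Repeats – single well for each compound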
CHO parental Ca = counter-screen: ATP calcium response change in parental CHO cells; parental CHO-K1, ATP-induced calcium, Fluo-8 fluorescence; inhibition, % at 5.6 µM; 330,000 tested, 0.63% active;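 active = inhibition above that plate's mean sample inhibition plus 3 SD, cut at about 26% in these data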;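 note: 0% = ATP-challenged DMSO wells and 100% = DMSO wells without ATP; some compounds past the cut are filed as inactive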
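Assay system: parental CHO cells; Read-out basis: percent inhibition of ATP-evoked calcium rise, normalized to controls; Benchmarks: ATP and no-ATP DMSO wells; Compound dosing: single nominal dose of 5.6 µM per compound; Signal: Fluo-8 calcium dye fluorescence; Also added: ATP as calcium-mobilizing challenge; Repeats: singlicate.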
M1 ag = human M1 muscarinic receptor agonism | P11229 | CHO-K1 hM1, Fluo-8 calcium fluorescence, agonist mode; 0% DMSO, 100% acetylcholine EC100 | activation, % at 3 µM | 360,000 tested, 0.33% active | AID 588814;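 active = activation above the run's mean compound activation plus 3 SD, cut at about 16% in these data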;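 note: peak over basal fluorescence ratio within a 140 s kinetic read after compound addition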
TAAR1 antag = antagonists of human TAAR1; CHO RD-HGA16 TAAR1, Fluo-8 calcium fluorescence, antagonist; inhibition, % at 3 µM; 360,000 tested, 1.5% active; AID 624466;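 active = inhibition above a per-plate cutoff, the mean inhibition of test compounds on that plate plus 3 SD, cut at about 49% in these data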;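 note: 0% = DMSO plus EC80 beta-PEA response and 100% = DMSO alone without agonist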
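Material: RD-HGA16 CHO cells with stable hTAAR1 and Gα16; Dosing: single nominal final test compound concentration of 3 µM; Schedule: seeding 17-24 h prior, 75-min 37 °C, 30-min RT dye loading; Detection: kinetic Fluo-8 calcium fluorescence measurement; Measure: % inhibition from peak post-agonist over basal fluorescence ratio; Benchmarks: vehicle and agonist controls.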
M1 PAM = human CHRM1 positive allosteric modulation; 360,000 tested, 0.088% active; P11229; activation, % at 3 µM; CHO-K1 hM1, Fluo-8 calcium fluorescence, ACh EC20; 0% = ACh EC20, 100% = maximal ACh; in the data active = activation above about 19%, passing the limit was not always enough
OXTR potentiator = potentiators of human oxytocin receptor; P30559; CHO-OTR cells, Fluo-8 calcium fluorescence, potentiator mode; 0% = oxytocin EC15, 100% = EC100; activation, % at 3 µM; 320,000 tested, 0.061% active; AID 2445;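 active = activation above that plate's cutoff, the mean activation of tested compounds plus 3 SD, cut at about 6.6% in these data, passing the limit was not always enough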;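 note: 100% uses oxytocin at 75 nM as the full agonist control; some results filed as inactive read as strong as hits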
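System: human OTR in CHO cells; Also added: sub-maximal oxytocin, roughly EC15; Timing: compound 6 min at room temperature before oxytocin, 100 s read; Technique: Fluo-8 intracellular calcium fluorescence, ex 470-495, em 515-575 nm; Controls: oxytocin EC15 low and EC100 high; Replication: singlicate.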
OXTR agonist = activates the human oxytocin receptor; P30559; CHO-OTR cells, Fluo-8 calcium fluorescence; normalized: DMSO 0%, oxytocin 100%; activation, % at 3 µM; 320,000 tested, 0.32% active; AID 2435;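 active = activation above the mean of all tested compounds plus 3 SD, cutoff set per screening run, cut at about 20% in these data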;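 note: peak over basal fluorescence ratio from a 100 s FLIPR kinetic read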
V1R ag counter = counter-screen for oxytocin receptor agonists: human V1a receptor agonists; P37288; CHO-V1R cells, Fluo-8 calcium fluorescence, agonist mode; 0% DMSO, 100% 3 nM vasopressin; activation, % at 3 µM; 320,000 tested, 0.25% active; AID 2797;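 active = activation above the mean activation of all tested compounds plus 3 SD, per screening run, cut at about 20% in these data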;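 note: signal is peak over basal fluorescence ratio across a 100 second FLIPR read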
Target sequence (P37288 whole entry, looked up): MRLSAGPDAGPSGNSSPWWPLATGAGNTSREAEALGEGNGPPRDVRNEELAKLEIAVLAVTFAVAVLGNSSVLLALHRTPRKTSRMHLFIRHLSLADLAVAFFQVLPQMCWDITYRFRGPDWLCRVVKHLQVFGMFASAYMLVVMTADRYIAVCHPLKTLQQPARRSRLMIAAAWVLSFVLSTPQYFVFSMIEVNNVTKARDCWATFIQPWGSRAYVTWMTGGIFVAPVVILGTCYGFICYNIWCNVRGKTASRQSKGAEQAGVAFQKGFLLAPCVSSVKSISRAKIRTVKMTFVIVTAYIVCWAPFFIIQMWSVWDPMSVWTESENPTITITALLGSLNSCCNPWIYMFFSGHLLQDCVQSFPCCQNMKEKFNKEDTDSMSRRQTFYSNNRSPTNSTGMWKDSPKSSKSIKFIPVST
CHRM1 antagonist = antagonists of human M1 muscarinic receptor | P11229 | CHO-K1 hM1, Fluo-8 calcium fluorescence, ACh EC80 antagonist | inhibition, % at 3 µM | 360,000 tested, 1.3% active | AID 588852;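 active = percent inhibition above its own plate's cutoff, namely the mean of that plate's compound wells plus 3 SD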;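 note: peak over basal fluorescence ratio during 140 s after agonist addition; 0% = ACh EC80 plus DMSO and 100% = DMSO alone without agonist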
* hit, by the source's call; nt = no result given.

Value order: TAAR1 agonist | CHO parental Ca | M1 ag | TAAR1 antag | M1 PAM | OXTR potentiator | OXTR agonist | V1R ag counter | CHRM1 antagonist
O=C1c2cccc3cccc(c23)C(=O)N1CC1CCN(CC(O)COCc2ccc3c(c2)OCO3)CC1 (configuration not stated)
 : 10 | -20 | -11 | -6 | -26 | -12 | 1.2 | 4.0 | 30
O=C(NC(=S)N(CCc1ccccc1)CCc1ccccc1)c1ccco1
 : 11 | -23 | -8 | 3 | -3 | -3 | -1.6 | -0.2 | 13
CCCn1c(-c2cccc(F)c2)nc2c1c(=O)[nH]c(=O)n2Cc1ccccc1
 : -2 | -7 | -1 | -24 | 12 | -13 | -1.0 | -1.3 | -14
CCc1nc2ccccc2nc1N1CCN(S(=O)(=O)c2ccc(Cl)cc2)CC1
 : 10 | -19 | 3 | 9 | 9 | -5 | 1.0 | 0.4 | -15
CCCC(NCC(=O)Nc1cc(S(=O)(=O)N2CCOCC2)ccc1OC)c1ccccc1 (configuration not stated)
 : 6 | -9 | -6 | -6 | 11 | -7 | 4.3 | 1.9 | -12
CN(C)c1nc(OCCNC(=O)COc2ccc(Cl)cc2Cl)nc(N2CCOCC2)n1
 : 8 | -2 | -2 | -5 | 8 | -2 | -2.0 | -2.1 | -10
CC(=O)Nc1ccc(NC(=O)C/C(C)=N/NC(=O)C(=O)Nc2ccc(C)c(Cl)c2)cc1
 : 3 | -8 | 0 | -4 | 6 | -8 | 1.9 | 0.8 | -5
CCOC(=O)C(CCCCCCC(NC(C)=O)(C(=O)OCC)C(=O)OCC)(NC(C)=O)C(=O)OCC
 : 1 | -3 | 1 | -3 | 12 | -8 | 0.9 | 0.3 | -7
CC(C)NC(=O)NC(=O)CN1C(=O)NC(Cc2c[nH]c3ccccc23)C1=O (configuration not stated)
 : 3 | 7 | -7 | -14 | 7 | -2 | 0.1 | 0.0 | 1
NC[C@@H]1O[C@H](O[C@H]2[C@@H](O)[C@H](O[C@@H]3[C@@H](O)[C@H](N)C[C@H](N)[C@H]3O[C@H]3O[C@H](CO)[C@@H](O)[C@H](O)[C@H]3N)O[C@@H]2CO)[C@H](N)[C@@H](O)[C@@H]1O
 : nt | 8 | nt | nt | nt | -18 | 0.3 | 0.2 | nt
O=C(CCNc1cc(Cl)cc(Cl)c1)c1cccs1
 : 2 | -21 | -3 | 16 | 1 | -5 | -1.0 | -0.5 | -15
CCOc1cccc(C2c3c(oc4ccccc4c3=O)C(=O)N2c2ccccn2)c1 (configuration not stated)
 : 1 | -11 | nt | -5 | nt | -2 | -0.6 | 0.0 | nt
COc1ccc(CNc2ccccc2)cc1Br
 : 9 | -18 | -5 | -3 | 0 | -7 | -2.0 | -1.3 | -5
O=C(Cn1ccc(NC(=O)OCc2ccccc2)nc1=O)NCCCN1CCCC1=O
 : 17 | -11 | 3 | 2 | 14 | -7 | 0.3 | 0.6 | 5
C#CCOCCOCCOCCNc1nc(N2CCN(C(=O)[C@H]([C@@H](C)CC)n3cc([C@@H](N)CO)nn3)CC2)nc(N2CCN(C(=O)[C@H](Cc3ccc(O)cc3)n3cc([C@@H](N)C(C)CC)nn3)CC2)n1 (some centres not stated)
 : nt | 4 | -13 | nt | 2 | -7 | 0.0 | -0.2 | -2
CN(CC1CCCN(CCc2ccc(F)cc2)C1)C(=O)CCC(N)=O (configuration not stated)
 : 3 | -7 | -10 | 11 | 4 | -10 | -0.3 | 0.6 | -4
O=C(c1ccccc1F)N(Cc1ccc2c(c1)OCO2)Cc1cc2cc3c(cc2n2nnnc12)OCO3
 : 6 | -17 | -3 | 37 | 16 | -1 | 0.7 | 0.2 | -7
Cc1ccc(C(=O)OC(C)C(=O)NC(C)CCc2ccccc2)o1 (configuration not stated)
 : 1 | -17 | -8 | -15 | 7 | -2 | -0.5 | 0.3 | -4
CCN1CCCC1CNC(=O)C1c2ccccc2C(=O)N(CCOC)C1c1ccc(F)cc1 (configuration not stated)
 : 2 | -11 | -3 | 0 | 3 | -12 | -1.0 | 0.1 | -3
COc1cc(SC)ccc1C(=O)Nc1ccc(Br)cn1
 : 2 | -18 | -5 | -40 | 2 | -5 | 1.4 | 1.9 | -1
COc1ccc(CN(C)C(=O)COC(=O)c2ccc3c(c2)OCO3)cc1OC
 : 6 | -15 | -2 | 6 | 3 | -2 | 1.0 | 2.0 | 6
CCN(CC)C(=O)CSc1nnc(-c2ccccc2)n1N
 : 17 | -18 | -4 | -6 | 10 | -1 | -0.2 | 0.6 | -9
O=C(N/N=C/c1cc(Br)ccc1OC(=O)c1ccc(Br)cc1)c1ccncc1
 : 2 | -1 | -1 | -6 | 6 | -12 | 1.7 | 3.5 | -13
CC(NC(=O)c1ccc2c(c1)OCO2)c1ccccc1 (configuration not stated)
 : -2 | -3 | -3 | -4 | -1 | -4 | 0.4 | 0.1 | 4
O=C(CSc1nnc(C2CC2)n1-c1ccccc1)NC1CCS(=O)(=O)C1 (configuration not stated)
 : -1 | 3 | 4 | -29 | 6 | -9 | 1.2 | 1.4 | -9
Cn1c(CC(=O)Nc2ccccc2F)nnc1SCC(=O)N1CCOCC1
 : 6 | 4 | 2 | -19 | 8 | -5 | 1.6 | 1.3 | -8
COc1ccc(NC(=O)CCN2CCN(C/C=C/c3ccccc3)CC2)cc1
 : 0 | -29 | -8 | 7 | 2 | -16 | 0.8 | -1.2 | -10
O=c1c2ccccc2c(-c2ccccc2)nn1-c1ccccc1
 : 1 | -16 | -7 | -48 | 4 | -1 | -2.8 | 1.7 | -4
O=c1sc2ccccc2c(N2CCOCC2)c1[N+](=O)[O-]
 : 15 | -2 | 1 | 6 | 10 | 2 | -0.3 | 1.0 | -24
Cc1ccc(NC(=O)c2ccc(Cn3cc([N+](=O)[O-])cn3)cc2)c(C)c1
 : 6 | -4 | 1 | 15 | 1 | -10 | 10 | 18 | -5

Exported comma-delimited: part of the list above
SMILES,TAAR1 agonist,CHO parental Ca,M1 ag,TAAR1 antag,M1 PAM,OXTR potentiator,OXTR agonist,V1R ag counter,CHRM1 antagonist
COc1ccc(CN(C)C(=O)COC(=O)c2ccc3c(c2)OCO3)cc1OC,6,-15,-2,6,3,-2,1.0,2.0,6
CCN(CC)C(=O)CSc1nnc(-c2ccccc2)n1N,17,-18,-4,-6,10,-1,-0.2,0.6,-9

Further records
Value order: TAAR1 agonist | CHO parental Ca | M1 ag | TAAR1 antag | M1 PAM | OXTR potentiator | OXTR agonist | V1R ag counter | CHRM1 antagonist
S=c1[nH]nc(-c2ccc(Cl)cc2Cl)n1Cc1ccccc1
 : 14 | -18 | -11 | -16 | -27 | -4 | -2.8 | -1.0 | 12
O=C(CSc1nc2c(cnn2-c2ccc(F)cc2)c(=O)[nH]1)N1CCCCCC1
 : 1 | -6 | -7 | 6 | -17 | -7 | -1.0 | -0.9 | 40*
CCN(CC(=O)NCc1ccc(Cl)cc1)C(=O)CSCC(=O)Nc1ccc(OC)cc1
 : 0 | -21 | -6 | -32 | 12 | 2 | -1.3 | -1.1 | -7
CCn1ccnc1CN(C)Cc1nc(-c2cccc(Cl)c2)no1
 : 0 | -9 | -6 | -10 | -5 | -4 | 8.1 | 4.2 | 9
COc1cc(C)ccc1OCCCCNCc1ccccc1
 : 7 | -13 | -6 | -14 | 7 | -6 | -0.3 | -0.5 | -1
Cc1ccc(NC(=S)N(CCN(C)C)Cc2cc3cc(C)cc(C)c3[nH]c2=O)cc1
 : 6 | -9 | -13 | -20 | 9 | -5 | 1.9 | -0.1 | -14
N=C1C(=O)OCC1c1ccccc1NC(=O)c1ccc(F)cc1 (configuration not stated)
 : 2 | 10 | -7 | -5 | 4 | -11 | 0.0 | -0.9 | -4
N/C(Cc1ccc(Cl)cc1)=N\OC(=O)CCc1ccccc1
 : 3 | nt | -6 | 4 | 0 | nt | nt | nt | -5
Cc1cc(OCC(C)C)ccc1/C(O)=C1/C(=O)C(=O)N(Cc2cccnc2)C1c1ccncc1 (configuration not stated)
 : 16 | -16 | -3 | -3 | 4 | -5 | -0.2 | -0.1 | -8
CC1Oc2ccccc2N(CC(=O)c2cccc(Cl)c2)C1=O (configuration not stated)
 : 11 | -15 | -9 | 4 | 1 | -3 | -1.8 | -0.9 | -9
O=C(Nc1ccc(F)cc1F)NC1CCN(S(=O)(=O)c2ccc(F)cc2)CC1
 : 3 | -9 | -10 | 7 | -6 | -12 | -0.3 | 0.2 | 4
Cc1nn2c(N3CCN(c4ccccn4)CC3)cc(C(C)C)nc2c1-c1ccccc1
 : 15 | nt | -2 | 0 | 5 | nt | nt | nt | 6
COc1cnc(-c2ccccn2)nc1Sc1c(Cl)cccc1Cl
 : 25 | -39 | -4 | 15 | 5 | -9 | 1.4 | 2.2 | -4
COc1ccc(OCCOC(=O)c2cc(S(=O)(=O)N3CCOCC3)c(Cl)cc2Cl)cc1
 : 8 | -13 | 1 | 43 | -4 | -7 | 1.2 | 3.6 | 7
COCCNC(=O)C(c1ccc(Cl)cc1)N(CCOC)C(=O)CCC(=O)Nc1ccccn1 (configuration not stated)
 : 3 | -16 | -3 | -6 | 2 | -9 | 1.7 | 0.6 | 1
O=C(CN1CCN(Cc2ccccc2)CC1)Nc1cccc(Cl)c1Cl
 : 0 | nt | 2 | -22 | 3 | nt | nt | nt | -1
S=c1[nH]nc(C23CC4CC(CC(C4)C2)C3)n1Cc1ccco1
 : 12 | -5 | -4 | -3 | -8 | -4 | -2.2 | -1.4 | 0
CC(SCc1ccccc1)C(=O)NC1CCCC1 (configuration not stated)
 : 13 | -17 | -3 | -4 | 8 | -1 | -0.9 | -0.3 | -6
Cc1ccn2cc(CCNC(=O)COc3ccccc3)nc2c1
 : 0 | -12 | -7 | 7 | 7 | -7 | -1.2 | -0.2 | -7
COc1ccc(NC(=O)N2CCCC(CCC(=O)N(C)CCc3ccccn3)C2)cc1 (configuration not stated)
 : 1 | -5 | -5 | 4 | -4 | -17 | -0.8 | 0.0 | 0
COc1ccccc1NC(=O)c1[nH]c(C)c(C(C)=O)c1C
 : 2 | -25 | -3 | 5 | -7 | -2 | -1.9 | -0.4 | 9
CC(=O)Nc1ccc(NC(=O)C2CC(=O)Nc3nc4ccccc4n32)cc1 (configuration not stated)
 : 0 | -2 | -3 | -14 | 6 | 8 | 1.5 | 0.1 | -7

High-throughput results (PubChem BioAssay)
